High-throughput results (PubChem)
Salmonella PhoP GFP = PhoP regulon inhibitors, Salmonella typhi PhoP promoter GFP reporter, confirmatory (AID 1850). Salmonella Typhi PhoP-promoter GFP reporter, fluorescence, 4 h; higher % means a stronger effect. inhibition, % at 50 µM; hits with a dose series show IC50 in µM. hit rate 0.33% among 310,000; in the data active = a potency from the dose series; inconclusive = inhibition mostly from about 25% at the one dose, without a potency; inactive = the rest, 99 in 100 with inhibition below about 19%;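 note: 0% = induced wells with vehicle and 100% = uninduced wells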
VEEV TC-83 Vero = inhibitors of VEEV TC-83 cytopathic effect, confirmation, Vero cells (AID 588727). Vero cells, VEEV TC-83 cytopathic effect inhibition; higher % means a stronger effect. one-dose inhibition, % at 20 µM; IC50 in µM for titrated hits. hit rate 0.13% among 350,000; in the data active = a potency from the dose series; inconclusive = inhibition mostly from about 14% at the one dose, without a potency; inactive = the rest, 99 in 100 with inhibition below about 12%; note: strong numbers were not always called active
influenza NS1A = H1N1 influenza NS1A inhibitors, functional cell based assay (AID 504329); hit rate 0.3% among 340,000; inhibition, % at 12.5 µM, or IC50 in µM where a hit was titrated; NS1A functional cell-based assay, percent inhibition; higher % means a stronger effect; in the data active = a potency from the dose series; inconclusive = inhibition above about 27% without an active follow-up result; note: strong numbers were not always called active
M. tuberculosis HTS = M. tuberculosis growth inhibition, HTS (AID 449762); M. tuberculosis H37Rv growth inhibition, 7H9 media; higher % means a stronger effect; inhibition, % at 25 µM; hits with a dose series show IC50 in µM; hit rate 0.59% among 330,000; in the data active = a potency from the dose series; inconclusive = inhibition above about 70% without an active follow-up result;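 note: bacterial growth assessed after seven days of incubation; strong numbers were not always called active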
M. tuberculosis = growth inhibition of non-replicating M. tuberculosis (AID 488890). Mycobacterium tuberculosis non-replicating, growth inhibition; higher % means a stronger effect. inhibition, % at 25 µM; hits with a dose series show IC50 in µM. hit rate 0.39% among 320,000; in the data active = a potency from the dose series; inconclusive = inhibition mostly from about 82% at the one dose, without a potency; inactive = the rest, 99 in 100 with inhibition below about 76%;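 note: plate controls were DMSO cells for no effect and high antibiotic wells for full effect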
VEEV TC-83 Vero 10K pilot screen = further read-out of VEEV TC-83 Vero, marked with its call; inhibition, %; measured here: 10K pilot screen inhibition
Numbers without * were called inactive; i = inactive; ? = inconclusive; / = no result given.

SMILES | Salmonella PhoP GFP | VEEV TC-83 Vero | influenza NS1A | M. tuberculosis HTS | M. tuberculosis | others
Cc1c(C(=O)N2CCN(c3ccccn3)CC2)oc2c1C(=O)CC(C)(C)C2 | -2% | ? | 1% | 5% | 10%
CCNS(=O)(=O)c1ccc(CCC(=O)Nc2ccc3c(c2)OCO3)cc1 | -5% | 0.7% | -4% | 5% | -8%
COc1ccc(/C=C/C(=O)Nc2ccccc2)cc1OC | 10% | 1.5% | 1% | 0% | 26%
COc1ccc(-c2nnc(NC(=O)Cc3ccccc3)o2)cc1 | 14% | 0.7% | 6% | 38% | 11%
COc1cccc(N(CC(=O)Nc2ccccc2C(=O)N2CCCC2)S(C)(=O)=O)c1 | 4% | 1.4% | -2% | -8% | 0%
CCSc1nc(N2CCOCC2)c2c(c1C#N)CCCC2 | 11% | 2.1% | -6% | 24% | 27%
Nc1ccc2c(c1)C(O)c1cccc(C(=O)O)c1-2 (stereo not given) | / | 2.1% | -25% | / | /
O=C(Nc1ccc(Oc2ccccc2)cc1)c1ccc(Cn2c(=O)[nH]c3ccsc3c2=O)cc1 | -7% | 0.8% | 4% | -5% | -12%
COc1cc2c(=O)n(CCC(=O)NCC3CCCO3)c(=O)n(CC(=O)Nc3ccccc3C)c2cc1OC (stereo not given) | 3% | 0.1% | 9% | 4% | 2%
Clc1ccc2scc(CN3CCCCC3)c2c1 | -3% | i | 13% | -3% | 4%
Cc1ccc(C)c(NC(=O)C2CC3c4ccccc4C2c2ccccc23)c1 (stereo not given) | 4% | 0.5% | -10% | -2% | -5%
Cc1ccc(/C=C2\Sc3ccccc3C2=O)s1 | -2% | 5.0% | 11% | 3% | 7%
COCCn1c(SCC(=O)Nc2ccc(F)cc2)nc2c([nH]c3ccccc32)c1=O | 3% | 7.1% | -10% | 4% | 6%
Cc1c(-c2cccc(Cl)c2)nc2ccccc2c1C(=O)NC1CC1 | -4% | 8.4% | -4% | -12% | 15%
CC(=O)N/N=C(\C)CC(=O)Nc1cccc(C(F)(F)F)c1 | -1% | i | 15% | 2% | -9%
CCc1ccc(-c2cc(C(=O)NCc3ccco3)c3ccccc3n2)s1 | 11% | i | -5% | -2% | 27%
CCc1ccc(C(=O)NNc2ccc(F)cc2)cc1 | 10% | i | -4% | ? | 74%
N#Cc1c(-c2cccc([N+](=O)[O-])c2)nc2n(c1=O)CCS2 | 2% | 1.0% | 7% | -5% | -8%
CCS(=O)(=O)c1ncc(Cl)c(C(=O)Nc2ccc(C)cc2)n1 | 12% | 14% | -1% | ? | 4.6µM*
O=C(COC(=O)/C=C/c1ccccc1[N+](=O)[O-])NC1CC1 | 5% | 1.1% | 0% | -13% | 1%
CC(=O)Nc1ccc(NC(=O)CC(NC(=O)c2ccccc2)c2ccccc2)cc1 (stereo not given) | -1% | i | 5% | 5% | -15%
CCC(=O)C1CCCN(C(=O)c2ccc(OC3CCN(C(=O)c4cccnc4)CC3)cc2)C1 (stereo not given) | -3% | 1.5% | 5% | 4% | -11%
O=c1c([N+](=O)[O-])c(O)c2cccc3c2n1CCC3 | 10% | 0.5% | -24% | 9% | 13%
CC(C)(C)OC(=O)C[C@H]1C/C=C\C[C@@H](CC(=O)N[C@@H](CO)Cc2ccccc2)C(=O)NCCOC1=O | / | 1.2% | -22% | -7% | 19%
Cc1ccsc1/C=C(\C(=O)c1ccc(OC(C)C)cc1)c1nc2ccccc2o1 | -1% | i | -7% | 4% | 7%
CCO[C@H]1OC(C(=O)N2CCOCC2)=C[C@@H](c2ccc(Br)cc2)[C@@H]1CCCO | -34% | 0.1% | 2% | -5% | -6% | VEEV TC-83 Vero 10K pilot screen=0.9
OC(CNc1ccccc1)Cn1ccc2ccccc21 (stereo not given) | 8% | 1.2% | -2% | 12% | 37%
COc1ccc(CNC(=O)CN(Cc2ccc(Cl)cc2)S(C)(=O)=O)cc1 | -5% | i | -6% | -4% | 22%
CCOc1ccc(Nc2oc(-c3ccccc3Cl)nc2C#N)cc1 | 10% | / | / | -5% | 6%
COC(=O)C1=C(COc2ccc(C=O)cc2OC)NC(=O)NC1c1cc(C)ccc1C (stereo not given) | -4% | 1.1% | -4% | -9% | 14%
COc1ccccc1-n1c(SCC(=O)NC(C)(C)C)nc(O)c(Cc2ccccc2)c1=O | -6% | 0.4% | 5% | -10% | /
CN(C)c1ccc(/C=N/NC(=S)NCc2ccccc2)cc1 | 4% | 7.5% | 15% | 7% | 18%
O=C(O)Cn1c(CC(=O)N2CCCC2)nc2ccccc21 | -3% | 0.7% | 1% | -4% | 1%
CCS(=O)(=O)NCC(c1cccnc1)N1CCN(c2ccccc2F)CC1 (stereo not given) | 4% | 4.0% | -19% | -2% | 11%
COc1ccc(N2CCN(C(=O)CCc3cc(OC)c(OC)c(OC)c3)CC2)cc1 | 1% | 0.6% | -7% | 2% | -6%
CCOc1ccc(NC(=S)c2ccc3ccccc3n2)cc1 | -30% | 2.0% | 10% | 49% | 45%
Cc1cc(C)nc(NS(=O)(=O)c2ccc(N/C=C\C(=O)c3ccc(Cl)cc3)cc2)n1 | -15% | i | 1% | 13% | -7%
CN(C)S(=O)(=O)N1CCC(Oc2cccc(C(=O)N3CCCCCC3)c2)CC1 | -9% | i | -5% | -10% | 4%
CC1(C)Cc2ccccc2C(/C(C#N)=N/O)=N1 | -36% | 1.4% | -12% | 5% | 12%
COc1ccc(C(=O)O)cc1NC(=S)NC(=O)/C=C/c1ccc(C(C)C)cc1 | 1% | 3.2% | 2% | 9% | 21%
COc1ccc(Nc2nc(-c3ccccc3)cs2)cc1 | -2% | 2.6% | 2% | / | /
Cc1cc(C)cc(N2C(=O)N(c3ccccc3C)C3CS(=O)(=O)CC32)c1 (stereo not given) | -5% | 0.7% | -5% | 9% | 9%
COc1ccc(CC(=O)Nc2cc(S(=O)(=O)N3CCCCC3)ccc2C)cc1 | / | 4.3% | -6% | / | /
CC(=O)n1nc(-c2ccc(C)cc2)nc1NCc1ccc(F)cc1 | / | 1.1% | 6% | / | /
COc1ccc(C(CNC(=O)c2ccc(-c3ccccc3)cc2)N(C)C)cc1OC (stereo not given) | -1% | 0.4% | 13% | 9% | 34%
CCN(CC)S(=O)(=O)c1ccc(S(=O)(=O)Nc2ccc(C(=O)N3CCCC3)cc2)cc1 | -1% | 1.1% | 7% | -6% | 26%
O=C(NCc1ccc(Cl)cc1)c1cc2ccccc2oc1=O | -2% | i | -7% | 1% | ?
COC(=O)CSc1nnc(CNc2ccc(OC)cc2)n1C | -16% | 8.0% | 2% | 14% | 2%
C/C(=N\NC(=O)c1ccccc1)c1ccccc1Br | -6% | i | 14% | 10% | ?
CNS(=O)(=O)c1ccc2c(c1)C(=O)c1cc(S(=O)(=O)NC)ccc1CC2 | / | i | 5% | 6% | 1%
CCCc1ccc(OCC(O)CN2CCN(CCO)CC2)cc1 (stereo not given) | -7% | 0.5% | -7% | 4% | -8%
COc1ccc(-c2csc(NC(=O)COC(=O)c3ccc(Br)o3)n2)cc1 | -4% | / | / | 12% | ?
Nc1nc(SCC(=O)NCC2CCCO2)[nH]c(=O)c1NC(=O)c1ccc(F)c(F)c1 (stereo not given) | -7% | 0.8% | -2% | -4% | 0%
Cc1cc(CN2CCCC(N3CCc4ccccc4C3)C2)cc(C)c1O (stereo not given) | 2% | 0.3% | 20% | -5% | -1%
Nc1nnc(-c2ccc(F)cc2)s1 | -8% | i | 1% | / | /
O=C(COC(=O)/C=C/c1cccc(Cl)c1)Nc1c(F)cccc1F | / | 0.8% | 4% | -2% | 1%
Cc1ccc(Cn2c(C(CO)Nc3nc(-c4ccc(F)cc4)cs3)nc3ccccc32)cc1 (stereo not given) | 2% | i | 5% | 42µM* | 23%
CCCCC(=O)Nc1ccc(NC(=O)C(C)C)cn1 | 5% | 0.3% | 5% | 1% | 15%
CCOc1ccc(NC(=O)CN(c2ccc(OC)cc2)S(=O)(=O)c2cccs2)cc1 | / | 0.9% | -4% | -2% | -12%
Cc1ccc(CN(C)CC(=O)Nc2ccccc2C(=O)NC2CC2)o1 | / | i | 0% | 3% | 0%
Carrying on.
SMILES | Salmonella PhoP GFP | VEEV TC-83 Vero | influenza NS1A | M. tuberculosis HTS | M. tuberculosis | others
Cc1ccc(NCC(=O)Nc2c(C)n(C)n(-c3ccccc3)c2=O)cc1S(=O)(=O)N(C)C | 13% | 0.3% | 14% | -18% | -1%
CN(C)c1ccc(C(=O)NCC2CCCO2)cc1 (stereo not given) | -2% | i | 5% | -10% | 0%
CCCN(CCC)CCCNC(=O)c1cn(CC)c2ccc(S(=O)(=O)N3CCc4ccccc4C3)cc2c1=O | 4% | i | -6% | 1% | 37%
Cc1cc(C)c(S(=O)(=O)NCC(c2cccnc2)N2CCN(Cc3ccccc3)CC2)c(C)c1 (stereo not given) | -29% | 0.5% | 2% | 11% | 24%
CC(=O)Nc1cccc(NC(=O)Cc2ccc3ccccc3c2)c1 | -2% | 0.5% | 5% | 1% | 4%
CCOc1ccccc1/C=N/n1c(C2CCCCC2)n[nH]c1=S | 1% | 2.0% | 1% | 4% | 4%
COc1ccc(NS(=O)(=O)c2cccc(C(=O)Nc3ccccc3C(=O)O)c2)cc1 | -10% | 1.4% | -2% | 4% | 9%
CSc1sc(C(=O)O)c(C)c1C(C)=O | -29% | i | -16% | -5% | -2%
O=C(CSc1ccc2nnc(-c3cccc(F)c3)n2n1)NCC1CCCO1 (stereo not given) | -2% | 1.1% | 1% | -2% | -1% | VEEV TC-83 Vero 10K pilot screen=1.0
CC1=C(C#N)C(c2cccnc2)C2=C(CCCC2=O)N1 (stereo not given) | -7% | 1.5% | -1% | -5% | -5%
COc1cc2c(cc1OC)-c1cc(OCc3cccnc3)nc(=O)n1CC2 | / | 9.0% | 5% | / | / | VEEV TC-83 Vero 10K pilot screen=0.2
CCn1cnc2cc(NCc3ccc(OC)cc3)ccc21 | 5% | i | 11% | 5% | 16%
CCCn1ncc(CN2CCC(n3nccc3NC(=O)c3ccccc3OC)CC2)c1C | -5% | 1.1% | -11% | -5% | -2%
CS(=O)(=O)c1ccc(C(=O)OCc2nnc(-c3ccccc3)o2)cc1[N+](=O)[O-] | / | ? | 4% | / | /
Cc1ccccc1C(N)c1ccncc1 (stereo not given) | -7% | 1.0% | 0% | 1% | -13%
Cc1cc(C)n(-c2c(F)c(F)c(CN3CCCCC3)c(F)c2F)n1 | -15% | 1.6% | -14% | -10% | 6%
N#Cc1ccsc1NC(=O)CCS(=O)(=O)c1ccccc1 | 11% | 3.1% | 8% | 1% | ?
CCc1ccc(-n2c(Cc3ccccc3)n[nH]c2=S)cc1 | -16% | 1.0% | 8% | 4% | -5%
COC(=O)Cn1c(=NC(=O)c2nc3ccccc3s2)sc2cc(S(C)(=O)=O)ccc21 | -12% | / | / | 4% | 9%
O=C1S/C(=C\c2cccs2)C(=O)N1c1ccc(O)cc1 | -2% | 0.5% | 1% | -1% | 55%
Cc1ccc(-n2c(-c3ccco3)nc3nc4ccccc4nc32)cc1F | 5% | 3.9% | 3% | -12% | 2%
CCC(=O)N1CCCc2cc(S(=O)(=O)N3CCN(c4ccccn4)CC3)ccc21 | 3% | 1.9% | 3% | -2% | 18%
